USP2a inh: qHTS Assay for Inhibitors of Ubiquitin-specific Protease USP2a Using CHOP2 as the Reporter; USP2 core, Ub-CHOP2 coupled fluorogenic reporter, 485/531; Potency, µM (titrated, usually from 38.3 µM), inactives show at the top dose activity change, negative = inhibition, most hits filed as inhibitors; Ubiquitin carboxyl-terminal hydrolase 2 (Homo sapiens), O75604; hit rate 0.01% among 330,000;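 further: potency means the concentration at half of the fitted maximal effect; plate controls were DMSO wells for no effect and full inhibition by NEM control for full effect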
Target sequence (O75604 whole entry, looked up): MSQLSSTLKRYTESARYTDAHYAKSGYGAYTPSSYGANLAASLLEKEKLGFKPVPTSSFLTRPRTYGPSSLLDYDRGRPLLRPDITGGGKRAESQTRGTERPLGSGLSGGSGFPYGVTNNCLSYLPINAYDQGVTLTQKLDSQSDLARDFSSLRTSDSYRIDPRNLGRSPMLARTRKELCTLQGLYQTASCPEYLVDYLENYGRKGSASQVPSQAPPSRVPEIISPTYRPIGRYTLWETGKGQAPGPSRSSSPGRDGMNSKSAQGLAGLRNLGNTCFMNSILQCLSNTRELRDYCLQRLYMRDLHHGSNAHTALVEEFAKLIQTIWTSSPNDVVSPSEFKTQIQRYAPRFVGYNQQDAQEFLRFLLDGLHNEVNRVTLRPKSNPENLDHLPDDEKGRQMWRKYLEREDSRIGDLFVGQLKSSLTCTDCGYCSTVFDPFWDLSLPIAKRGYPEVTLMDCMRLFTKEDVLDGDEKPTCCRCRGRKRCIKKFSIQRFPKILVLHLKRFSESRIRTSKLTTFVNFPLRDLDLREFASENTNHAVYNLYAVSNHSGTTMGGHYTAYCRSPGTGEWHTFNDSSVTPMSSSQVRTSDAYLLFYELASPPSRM
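USP2 core (10nM final) preincubated 30min RT with compound in 20mM Tris-HCl pH 8.0, 2mM CaCl2, 2mM beta-mercaptoethanol, 0.05% CHAPS; 25nM Ub-CHOP2 plus 25nM reporter substrate added, fluorescence (Ex485/Em531) read after 60min.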
Eya2 inh: qHTS Assay for Inhibitors of the Phosphatase Activity of Eya2 | Protein phosphatase EYA2 (Homo sapiens), O00167 | recombinant Eya2, OMFP fluorescence dephosphorylation (OMFP is methylfluorescein phosphate) | Potency, µM (doses to about 76.9 µM), for inactives: top-dose activity, negative = inhibition, actives largely listed as inhibitors | hit rate 0.006% among 330,000 | AID 488837, 2010; further: potency means the concentration at half of the fitted maximal effect; on the % scale 0 is the no-effect control and ±100 the full control effect
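Eya2 (0.2 uM) preincubated 10 min at ambient with compound, then OMFP substrate added at 50 uM; 10 min reaction in 50 mM HEPES pH 7.5, 50 mM NaCl, 5 uM MgCl2, 0.05% BSA, 1 mM DTT. Fluorescence read at Ex 485/Em 525 nm.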
GALK inh: qHTS Assay for Inhibitors of Human Galactokinase (GALK). P51570. Purified GALK, Kinase-Glo residual ATP luminescence. Potency, µM (highest dose often 57.5 µM), inactives show top-dose activity change, negative = inhibition, usual class: inhibitors. hit rate 0.007% among 270,000. AID 1868, 2009; further: potency means the concentration at half of the fitted maximal effect; on the % scale 0 is the no-effect control and ±100 the full control effect
Target sequence (P51570 whole entry, looked up): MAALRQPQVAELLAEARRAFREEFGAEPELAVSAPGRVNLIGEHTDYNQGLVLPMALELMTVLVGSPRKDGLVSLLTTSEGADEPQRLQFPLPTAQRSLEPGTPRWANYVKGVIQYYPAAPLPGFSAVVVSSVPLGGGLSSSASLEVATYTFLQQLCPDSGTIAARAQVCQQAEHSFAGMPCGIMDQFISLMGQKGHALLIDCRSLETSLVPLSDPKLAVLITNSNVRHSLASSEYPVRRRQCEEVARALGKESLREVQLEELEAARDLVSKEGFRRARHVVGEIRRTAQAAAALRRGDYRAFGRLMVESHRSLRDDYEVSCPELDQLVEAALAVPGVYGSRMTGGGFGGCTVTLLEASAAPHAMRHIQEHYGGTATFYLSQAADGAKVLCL
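GALK at 5 nM final was combined with compound, 35 uM ATP and 100 uM galactose in HEPES pH8.0 with MgCl2 and DTT. The reaction ran one hour at room temperature before luminescent ATP detection.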
PKM2 act: qHTS Assay for Activators of Human Muscle isoform 2 Pyruvate Kinase. Pyruvate kinase PKM (Homo sapiens), P14618. purified PKM2, Kinase-Glo ATP luminescence, activation; response scale: 0% is enzyme alone, no compound. Potency, µM (doses to about 57.5 µM), for the others: at the top dose activation, usual class: activators. hit rate 0.34% among 260,000; further: potency means the concentration at half of the fitted maximal effect; on the % scale 0 is the no-effect control and ±100 the full control effect; nearly all actives have a fitted effect of over 55% in size
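Kinase-Glo luminescence reports ATP generated from ADP (0.1 mM) and PEP (0.5 mM) by purified hPK-M2 after 1 h at room temperature, pH 7.2 imidazole buffer; intermediate enzyme activity allows detecting inhibitors and activators.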
Menin-MLL TR inh: qHTS Assay for Inhibitors Targeting the Menin-MLL Interaction in MLL Related Leukemias: Competition With Texas Red Labeled MLL-derived Mutant Peptide; O00255; Menin + Texas Red MLL mutant peptide, fluorescence polarization; Potency, µM (doses to about 61.6 µM), for the others: at the top dose FP activity change, negative = inhibition, actives largely listed as inhibitors; hit rate 0.23% among 270,000; active means well fitted inhibition curve with a large enough effect in the polarisation, with a control signal flat, not every such curve was filed as active; inconclusive means small, poorly fitted or top-dose-only effect, or effect the other way, or a change in a side signal; inactive means no such curve, though single readings can be large or run the other way; the % refers to the polarisation; further: potency means the concentration at half of the fitted maximal effect; % of control where 0% means no effect; many of its hits are not listed in these tables
Mito fusion act: qHTS Assay for Small Molecule Inhibitors of Mitochondrial Division or Activators of Mitochondrial Fusion; hit rate 0.23% among 320,000; Potency, µM (doses to about 46.1 µM), without a hit: at the top dose growth rescue (activation), hits mostly activators; S. cerevisiae fusion-defective mutant growth rescue, CellTiterGlo 48 h;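 further: potency means the concentration at half of the fitted maximal effect; % of control where 0% means no effect; nearly all actives have a fitted effect of over 45% in size; temperature-sensitive fusion mutants such as fzo1-1 at 37 °C on non-fermentable ethanol glycerol medium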
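S. cerevisiae fusion-defective temperature-sensitive mutants (e.g. fzo1-1, mgm1-5) grown 48 h at 37C in YPEG (ethanol/glycerol non-fermentable) medium with 23 nl compound per well; growth rescue read as CellTiterGlo luminescence.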
hERG WT inh: qHTS for Inhibitors of KCHN2 3.1: Wildtype qHTS | activity change, % at 1.84 µM | hit rate 0.37% among 340,000 | U2OS, BacMam KCNH2, thallium flux FluxOr; hits give low values;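 active means maximum activity change below -70%; inconclusive means maximum activity change between -70% and -50%; inactive means maximum activity change above -50%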; further: on the % scale 0 is the no-effect control and ±100 the full control effect
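U2OS cells were transduced with wild-type KCNH2 virus (2.03 x 10^8 / mL) for 4 h at room temperature, then cultured overnight at 37 C. Thallium flux was read with FluxOr dye. Rate constants were normalized to DMSO controls.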
BCR signal inh: qHTS Assay to Find Inhibitors of Chronic Active B-Cell Receptor Signaling; ABC-DLBCL IkBa-CBG/CBR reporter, luminescence ratio, 4 h; Potency, µM (titrated, usually from 46.1 µM), for inactives: top-dose ratio change, negative = lower green/red ratio, most hits filed as inhibitors; hit rate 0.05% among 340,000; active means well fitted inhibition curve with a large enough effect in the signal ratio, with a control signal flat, not every such curve was filed as active; inconclusive means small, poorly fitted or top-dose-only effect, or effect the other way, or a change in a side signal; the % refers to the signal ratio;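 further: potency means the concentration at half of the fitted maximal effect; plate controls were basal doxycycline-induced cells for no effect and cells given 10 µM MG132 for full effect; MG132 reads +100%, hits lower the ratio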
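Concentration-response series (up to 46 uM) were applied to TMD8 dual-reporter cells for 4 h at 37C with doxycycline. Green/red ratio, after filter-overlap correction, defined %Activity; red signal alone was normalised to basal cells and zero luminescence.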
MBNL1-CUG inh: qHTS Assay for Inhibitors of MBNL1-poly(CUG) RNA binding; Muscleblind-like protein 1 (Homo sapiens), Q9NR56; TR-FRET MBNL1-His/biotin-(CUG)12 binding, 665/545 ratio; Potency, µM (titrated, usually from 57.5 µM), for the others: at the highest dose activity change, negative = inhibition, most hits filed as inhibitors; hit rate 0.036% among 280,000; active means well fitted inhibition curve with a large enough effect in the signal ratio, with a control signal flat, not every such curve was filed as active; inconclusive means small, poorly fitted or top-dose-only effect, or effect the other way, or a change in a side signal; inactive means no such curve, though single readings can be large or run the other way; the % refers to the signal ratio; further: potency means the concentration at half of the fitted maximal effect; on the % scale 0 is the no-effect control and ±100 the full control effect
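His-tagged MBNL1 binding to biotinylated (CUG)12 RNA was measured by TR-FRET using terbium anti-His antibody (0.055 ng/ul final) and streptavidin-XL665 (5 nM final). Compounds were titrated 92 nM to 58 uM; 60 min at room temperature.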
TSHR antagonist: Antagonists of the Thyroid Stimulating Hormone Receptor: HTS campaign. Thyrotropin receptor (Homo sapiens), P16473. TSHR-expressing cells, TSH-stimulated cAMP HTRF, 2 h; hits give low values. activity change, negative = inhibition, % at 11.5 µM. hit rate 0.2% among 330,000. AID 504810, 2011;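 active means activity change below a set negative limit, meaning inhibition stronger than a set level, cut at about -70% in these data; inconclusive means activity change between two set negative limits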; further: on the % scale 0 is the no-effect control and ±100 the full control effect
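Inhibition of cAMP made by TSHR-expressing cells under TSH stimulation (4nM final, EC80; 2 h, 37 deg C) is quantified with a one-step lysis HTRF kit, anti-cAMP cryptate versus cAMP-d2.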
S-ASM inh: Inhibitors of Secretory Acid Sphingomyelinase (S-ASM): qHTS; Sphingomyelin phosphodiesterase (Homo sapiens), P17405; placental ASM, HMU-PC fluorogenic substrate, 60 min; Potency, µM (top dose mostly 57.5 µM), for the others: at the highest dose activity change, negative = inhibition, most hits filed as inhibitors; hit rate 0.006% among 340,000; further: potency means the concentration at half of the fitted maximal effect
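HMU-PC0 cleavage (9 uM final) by human placental ASM, 60 min at 37 °C following 10 min compound exposure at RT; stopped at pH 10, fluorescence Ex 386/Em 447 nm.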
* hit, by the source's call; [ ] = another dose, or the depositor's remark. Unless noted, the call rests on the fitted dose curve; in most records, active means well fitted curve in the direction sought with a large enough effect; inconclusive means small, poorly fitted or top-dose-only effect, or another doubt; inactive means no such curve, though single readings can be large; an effect the other way counts as inactive or inconclusive. This is a subset; rates above refer to the full screens.

For CCc1cc2c(-c3ccccc3)cc(=O)oc2cc1OC(C)C(=O)O (stereo unspecified) the results were USP2a inh 1%, Eya2 inh 14%, GALK inh 6%, PKM2 act 8%[11.5 µM], Menin-MLL TR inh 1%, Mito fusion act 2%, hERG WT inh -6, BCR signal inh 8%, MBNL1-CUG inh 6%, TSHR antagonist -10 and S-ASM inh -13%.
Screening Cn1c(-c2ccccc2)c(C=O)c2ccccc21 returned USP2a inh 2%, Eya2 inh -2%, GALK inh 0%, PKM2 act -25%, Menin-MLL TR inh 1%, Mito fusion act 8%, hERG WT inh 2, BCR signal inh inconclusive, MBNL1-CUG inh 10%, TSHR antagonist 8 and S-ASM inh 7%.
`CCN1C(=O)c2cccc3c(S(=O)(=O)N4CCNCC4)ccc1c23` gave USP2a inh -7%, Eya2 inh -9%, hERG WT inh 0, BCR signal inh 1%, TSHR antagonist -5 and S-ASM inh 74%[activator].
For CCCCNC(=O)CSc1nc2ccccc2n1S(=O)(=O)c1ccc(Cl)cc1 the results were USP2a inh 3%, Eya2 inh -12%, GALK inh -2%, PKM2 act 2%, Menin-MLL TR inh -5%, Mito fusion act -6%, hERG WT inh 3, BCR signal inh 3%, MBNL1-CUG inh -9%, TSHR antagonist -6 and S-ASM inh 0%.
N/C(=N\N=C/c1ccc(Br)cc1)N/N=C\c1ccc(Br)cc1 was read as USP2a inh -1%, Eya2 inh 0%, GALK inh -1%, PKM2 act 3%, Menin-MLL TR inh inconclusive, Mito fusion act inconclusive, hERG WT inh 8, BCR signal inh -6%, MBNL1-CUG inh 1%, TSHR antagonist -19 and S-ASM inh -27%.
For O=C(NCCc1cccc(C(F)(F)F)c1)C1CCC(=O)N(Cc2ccc(Cl)cc2)C1 (stereo unspecified) the results were USP2a inh 3%, Eya2 inh 2%, GALK inh -8%, PKM2 act 1%, Mito fusion act -2%, hERG WT inh 15, BCR signal inh inconclusive, MBNL1-CUG inh -10%, TSHR antagonist -1 and S-ASM inh -1%.
Screening Cc1ccc(-n2c(SCC(=O)N3CCOCC3)nc(O)cc2=O)cc1 returned USP2a inh -2%, Eya2 inh 3%, GALK inh -6%, PKM2 act 0%, Mito fusion act 0%, hERG WT inh -13, BCR signal inh -1%, MBNL1-CUG inh -4%, TSHR antagonist 17 and S-ASM inh 3%.
For CCOC(=O)c1oc2ccc(Cl)cc2c1NC(C)=O the results were USP2a inh 2%, Eya2 inh 2%, GALK inh 12%, PKM2 act 1%, Menin-MLL TR inh -7%, Mito fusion act 4%, hERG WT inh 2, BCR signal inh 1%, MBNL1-CUG inh 0%, TSHR antagonist 1 and S-ASM inh -3%.
Screening CC(=O)Cn1c(CN2CCCCC2)nc2ccccc2c1=O returned USP2a inh -4%, Eya2 inh -6%, GALK inh 4%, PKM2 act -11%, Menin-MLL TR inh -2%, Mito fusion act 0%, hERG WT inh -4, BCR signal inh 7%, MBNL1-CUG inh -9%, TSHR antagonist 12 and S-ASM inh 2%.
CCCn1c2ccccc2c2cnn(CC(=O)NC3CCC(C)CC3)c(=O)c21 (stereo unspecified) was read as USP2a inh -1%, Eya2 inh 11%, GALK inh 6%, Mito fusion act 2%, hERG WT inh -3, BCR signal inh 1%, MBNL1-CUG inh 11%, TSHR antagonist -25 and S-ASM inh 1%.
`CCc1nnc(NS(=O)(=O)c2ccc(NCc3cc(Br)ccc3O)cc2)s1` gave USP2a inh -1%, Eya2 inh -1%, GALK inh 0%, PKM2 act 2%, Mito fusion act 0%, hERG WT inh -1, BCR signal inh -9%, MBNL1-CUG inh -3%, TSHR antagonist -14 and S-ASM inh -6%.
O=Cc1cn(-c2ccccc2)nc1-c1ccccc1 was read as USP2a inh 0%, Eya2 inh -4%, GALK inh -5%, PKM2 act 0%, Menin-MLL TR inh 24%, Mito fusion act 2%, hERG WT inh 13, BCR signal inh 8%, MBNL1-CUG inh -7%, TSHR antagonist 13 and S-ASM inh 0%.
`S=C(NCCc1ccccc1)NCc1cccc(Cl)c1` gave USP2a inh -6%, Eya2 inh 10%, GALK inh 0%, PKM2 act 7%, Mito fusion act -5%, hERG WT inh -7, BCR signal inh inconclusive, MBNL1-CUG inh 4%, TSHR antagonist -39 and S-ASM inh 1%.
Screening O=C(NCC1(N2CCCCC2)CCCCC1)c1ccc(NS(=O)(=O)c2ccccc2)cc1 returned USP2a inh 1%, Eya2 inh -21%, Mito fusion act -1%, hERG WT inh -9, BCR signal inh 1%, TSHR antagonist -3 and S-ASM inh 1%.
`O=C(/C=C/c1ccco1)NC(=S)Nc1cccc([N+](=O)[O-])c1` gave USP2a inh 0%, Eya2 inh 5%, GALK inh 0%, PKM2 act 17%, Menin-MLL TR inh inconclusive, Mito fusion act -3%, hERG WT inh 4, BCR signal inh inconclusive, TSHR antagonist -1 and S-ASM inh -6%.
`COc1cc2c(cc1O)[C@@H]1Cc3cc(OC)c(OC)cc3C(C2)N1C` gave USP2a inh 0%, Eya2 inh -3%, GALK inh -1%, PKM2 act -3%, Mito fusion act 10%, hERG WT inh -10, BCR signal inh 1%, MBNL1-CUG inh -3%, TSHR antagonist 4 and S-ASM inh 3%.
`CN1CCN(c2ccc(NC(=O)c3ccccc3Br)cc2)CC1` gave USP2a inh 0%, Eya2 inh 10%, GALK inh 0%, PKM2 act 1%, Menin-MLL TR inh 30%, Mito fusion act -7%, hERG WT inh -7, BCR signal inh inconclusive, MBNL1-CUG inh -2%, TSHR antagonist 1 and S-ASM inh 3%.
`CCOc1ccc(S(=O)(=O)N2CCOCC2)cc1NC(=O)CN1C(=O)NC(C)(c2ccc(C)cc2)C1=O` (stereo unspecified) gave USP2a inh 1%, Eya2 inh 13%, Mito fusion act 3%, hERG WT inh 17, BCR signal inh 6%, TSHR antagonist -2 and S-ASM inh 34%[activator].
For CCOC(=O)Cc1cc(=O)n2[nH]c(C)c(-c3ccc(Cl)cc3)c2n1 the results were USP2a inh -1%, Eya2 inh -19%, GALK inh -3%, PKM2 act 0%, Menin-MLL TR inh inconclusive, Mito fusion act -1%, hERG WT inh -7, BCR signal inh 8%, MBNL1-CUG inh -2%, TSHR antagonist 1 and S-ASM inh 2%.
For COc1ccc(C(=O)Nc2c(N)nc(SCC(=O)N3CCCCCC3)[nH]c2=O)cc1OC the results were USP2a inh 2%, Eya2 inh -5%, GALK inh -1%, PKM2 act 13%, Menin-MLL TR inh -8%, Mito fusion act -6%, hERG WT inh -4, BCR signal inh -9%, MBNL1-CUG inh -16%, TSHR antagonist -32 and S-ASM inh -5%.
Cc1noc(C)c1COC(=O)CCc1nc2ccccc2s1 was read as USP2a inh -1%, Eya2 inh 1%, GALK inh -2%, PKM2 act -1%, Menin-MLL TR inh -1%, Mito fusion act 0%, hERG WT inh 17, BCR signal inh inconclusive, MBNL1-CUG inh 3%, TSHR antagonist -4 and S-ASM inh -4%.
Screening Cc1nc2sc(C(c3ccco3)N3CCN(c4cccc(Cl)c4)CC3)c(O)n2n1 (stereo unspecified) returned USP2a inh 1%, Eya2 inh -14%, GALK inh 0%, PKM2 act 0%, Menin-MLL TR inh -10%, Mito fusion act -4%, hERG WT inh 3, BCR signal inh -1%, MBNL1-CUG inh 7%, TSHR antagonist -1 and S-ASM inh -1%.
